ASK1 inh = inhibitors of human ASK1 kinase | Q99683 | AlphaScreen MKK6 phosphorylation by ASK1, luminescence | inhibition, % at 7.44 µM | 0.99% of 22,000 active; in the data active = inhibition above about 35%;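 note: 0% = median of compound wells and 100% = no enzyme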
Target sequence (Q99683 whole entry, looked up): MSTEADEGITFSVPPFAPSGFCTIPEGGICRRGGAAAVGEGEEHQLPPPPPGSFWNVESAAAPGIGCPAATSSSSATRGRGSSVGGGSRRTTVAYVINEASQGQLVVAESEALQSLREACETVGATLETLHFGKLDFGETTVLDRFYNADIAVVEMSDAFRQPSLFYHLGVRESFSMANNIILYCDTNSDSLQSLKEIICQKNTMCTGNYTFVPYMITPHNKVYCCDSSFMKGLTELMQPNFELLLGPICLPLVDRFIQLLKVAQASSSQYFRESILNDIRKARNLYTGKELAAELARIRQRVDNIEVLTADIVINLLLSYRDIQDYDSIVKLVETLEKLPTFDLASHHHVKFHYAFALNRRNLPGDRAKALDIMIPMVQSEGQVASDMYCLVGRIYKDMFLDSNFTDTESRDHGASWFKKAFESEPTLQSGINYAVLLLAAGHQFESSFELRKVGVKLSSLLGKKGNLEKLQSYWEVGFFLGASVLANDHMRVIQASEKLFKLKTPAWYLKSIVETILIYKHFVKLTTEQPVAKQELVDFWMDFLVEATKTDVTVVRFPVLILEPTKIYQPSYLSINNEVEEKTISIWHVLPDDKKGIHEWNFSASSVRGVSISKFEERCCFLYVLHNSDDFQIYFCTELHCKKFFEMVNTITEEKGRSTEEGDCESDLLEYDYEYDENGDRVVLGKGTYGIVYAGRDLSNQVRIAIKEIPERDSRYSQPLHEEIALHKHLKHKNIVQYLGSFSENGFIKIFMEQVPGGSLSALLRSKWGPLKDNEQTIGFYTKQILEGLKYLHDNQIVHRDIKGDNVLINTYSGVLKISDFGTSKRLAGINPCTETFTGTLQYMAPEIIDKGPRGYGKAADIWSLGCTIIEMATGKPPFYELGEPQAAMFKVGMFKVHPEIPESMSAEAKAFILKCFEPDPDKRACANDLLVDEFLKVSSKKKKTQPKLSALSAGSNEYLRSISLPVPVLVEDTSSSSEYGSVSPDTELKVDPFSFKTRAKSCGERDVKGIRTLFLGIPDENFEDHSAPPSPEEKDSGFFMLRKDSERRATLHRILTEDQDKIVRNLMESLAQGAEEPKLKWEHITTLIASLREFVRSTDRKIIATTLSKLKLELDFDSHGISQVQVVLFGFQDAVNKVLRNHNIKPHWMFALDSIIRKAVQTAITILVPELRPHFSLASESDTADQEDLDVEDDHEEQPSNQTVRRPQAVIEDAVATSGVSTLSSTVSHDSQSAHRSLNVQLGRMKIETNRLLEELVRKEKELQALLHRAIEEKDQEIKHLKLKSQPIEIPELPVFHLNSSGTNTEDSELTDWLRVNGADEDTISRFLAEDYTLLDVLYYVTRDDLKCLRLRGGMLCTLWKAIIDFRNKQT
ULK1 primary = inhibitors of human ULK1 kinase | O75385 | AlphaScreen Atg13 phosphorylation by ULK1, luminescence | inhibition, % at 5.96 µM | 1.9% of 30,000 active | AID 1259251; in the data active = inhibition above about 43%;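 note: 0% = median of compound wells and 100% = no enzyme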
* hit, by the source's call; . = not tested or not shown.

ULK1 primary	ASK1 inh	SMILES
0	-28	CCN(CC)c1nc(Nc2ccccc2)nc(N2CCc3ccccc3C2)n1
-6	-4	Cn1nccc1Nc1nccc(Nc2ccccc2)n1
-25	-9	Cc1cc(NCCOc2ccccc2)nc(Nc2ccc(C(F)(F)F)cc2)n1
0	-5	COc1ccc(CCNc2ncnc3c2nc(NCCN2CCOCC2)n3C(C)C)cc1
-14	3	COc1cc2nc(NC3CCN(Cc4ccccc4)CC3)nc(NCCOc3ccccc3)c2cc1OC
-10	-1	O=C(Nc1ccccc1)c1csc(Nc2ccc(-n3ccnc3)cc2)n1
-2	9	FC(F)(F)c1cccc(CNc2nc(Nc3ccc(-n4ccnc4)cc3)nc3c2ncn3-c2ccccc2)c1
8	13	COc1ccc(CCNc2nc(Nc3nc4ccccc4n3C)nc3c2ncn3-c2ccsc2)cc1
-1	13	COc1ccc(CCNc2nc(N3CCOCC3)nc3c2ncn3C2CCCCC2)cc1
-8	.	Cc1cnc(CNc2nc3cc(S(C)(=O)=O)ccc3n3ccnc23)cn1
0	0	O=C(NCCCN1CCCC1=O)c1ccnc(NCCN2CCOCC2)c1
-8	-6	Nc1cccc(-c2ccc(C(=O)NCCOc3ccccc3)s2)c1
-14	-16	OCCNc1ncnc2nc(-c3csc4ccccc34)[nH]c12
-29	-12	OCC1CCCN1c1nc(NCCOc2ccccc2)c2ncn(Cc3ccc(C(F)(F)F)cc3)c2n1 (centres undefined)
5	2	OCC1CCCN1c1nccc(Nc2ccccc2)n1 (centres undefined)
3	5	COc1ccc(CCNc2cc(-c3ccc(N4CCOCC4)nc3)nc(N)n2)cc1
6	2	COc1ccc(-c2cccc(C(=O)NC3CC3)n2)cn1
-9	8	COc1cc2nc(NC3CCC(O)CC3)nc(Nc3cc(OC)c(OC)c(OC)c3)c2cc1OC (centres undefined)
5	4	Cc1cnc(-c2c(C)nn(C)c2C)nc1Nc1ccc(Oc2ccccc2)cc1
19	30	COc1cc(N2CCOCC2)ccc1Nc1cc(Nc2cccnc2)c(C(F)(F)F)cn1
-11	14	Cc1noc(C)c1-c1nc(NC2CCN(Cc3ccccc3)CC2)c2ncn(C3CCCCC3)c2n1
-15	8	COc1ccc(CCNc2nc(OC)nc(-c3ccc(OC)nc3)n2)cc1
0	1	c1ccc(-n2cnc3c(NCCN4CCOCC4)nc(N4CCOCC4)nc32)cc1
15	15	NC(=O)c1ccc(-c2ncc(C(N)=O)s2)cc1
-4	.	COc1ccc(CC(=O)Nc2c(C)nc3ccc(C)cn3c2=O)cc1
-21	3	CCN(CC)C(=O)C1CCCN(c2nc(NCc3cccc(C(F)(F)F)c3)c3cc(OC)c(OC)cc3n2)C1 (centres undefined)
7	-18	CCCN1CCN(c2c(Cl)cccc2NC(=O)c2ccc(Br)o2)CC1
3	.	CC(=O)NNC(=O)C(C)Oc1ccc(Cl)cc1Cl (centres undefined)
1	-9	O=C(Nc1nc(-c2ccncc2)cs1)[C@H]1COc2ccccc2O1
3	2	COc1ccc(-c2nc(C(=O)NCCN(C(C)C)C(C)C)cs2)cn1

Three entries out of the list, sorted by formula weight, falling.
ULK1 primary	ASK1 inh	SMILES
-11	14	Cc1noc(C)c1-c1nc(NC2CCN(Cc3ccccc3)CC2)c2ncn(C3CCCCC3)c2n1
7	-18	CCCN1CCN(c2c(Cl)cccc2NC(=O)c2ccc(Br)o2)CC1
0	-28	CCN(CC)c1nc(Nc2ccccc2)nc(N2CCc3ccccc3C2)n1

Returning to the listing; the five compounds before the break are reprinted first.
ULK1 primary	ASK1 inh	SMILES
-21	3	CCN(CC)C(=O)C1CCCN(c2nc(NCc3cccc(C(F)(F)F)c3)c3cc(OC)c(OC)cc3n2)C1 (centres undefined)
7	-18	CCCN1CCN(c2c(Cl)cccc2NC(=O)c2ccc(Br)o2)CC1
3	.	CC(=O)NNC(=O)C(C)Oc1ccc(Cl)cc1Cl (centres undefined)
1	-9	O=C(Nc1nc(-c2ccncc2)cs1)[C@H]1COc2ccccc2O1
3	2	COc1ccc(-c2nc(C(=O)NCCN(C(C)C)C(C)C)cs2)cn1
-13	-14	COc1ccc(CCNc2ncnc3c2nc(-c2cccs2)n3C(C)C)cc1
-7	3	CCCNc1ccnc(N2CCCC(C(=O)N(CC)CC)C2)n1 (centres undefined)
16	6	CC(=O)Nc1ccc(Nc2nc(Nc3ccc(N4CCOCC4)cc3)ncc2C)cc1
26	15	N[C@@H](Cc1ccc(F)cc1)c1nc2ccc(-c3cn[nH]c3)cc2c(=O)[nH]1
-1	-19	O=C(Nc1ccc2[nH]ncc2c1)C1CCN(C(=O)Cc2ccc(Br)cc2)C1 (centres undefined)
-22	3	COc1ccc(CCNc2nc(-c3cccc(N)c3)nc3c2ncn3C(C)C)cc1
-7	5	OCCNc1nc(N2CCc3ccccc3C2)nc2nc[nH]c12
6	1	Cc1cc(Cl)ccc1OCC(=O)N1CCNc2ncc(-c3ccncc3)cc21
-17	7	CC(=O)c1cccc(-c2nc(C(=O)NCc3ccccc3)cs2)c1
9	-10	O=C(c1cccnc1Nc1ccc2[nH]ncc2c1)N1CCOCC1
-35	-1	O=C1CCCN1CCn1cnc2c(NCc3cccc(C(F)(F)F)c3)nc(Nc3ccccc3)nc21
8	3	O=C(NCc1cccnc1)c1cccc(Nc2ccncn2)n1
-7	10	COc1cccc(CN(C(=O)Nc2ccc(-c3cn[nH]c3)cc2OC)C(C)C)c1
6	-4	NC(=O)c1ccc(-c2nccc(NCCCN3CCCC3=O)n2)cc1
11	2	O=C(Cc1cn(-c2ccc(Nc3ccncn3)nn2)c2ccccc12)Nc1ccc2c(c1)OCO2
3	-1	COc1ccc(-c2nccc(NC3CC3)n2)cc1
1	.	Cc1cc(N/N=C/c2cccc([N+](=O)[O-])c2)nc(-c2ccccc2O)n1
-12	-6	COc1nc(Nc2ccc(Oc3ccccc3)cc2)nc(-c2c(C)nn(C)c2C)n1
3	.	COc1ccccc1-n1ncc2c(=O)[nH]c(SCc3ccccc3C)nc21
2	-2	FC(F)(F)c1ccc(Cn2cnc3c(NCCOc4ccccc4)nc(-c4cccs4)nc32)cc1
2	.	COc1cc2c(cc1OC)C1CC(=O)C(CC(C)C)CN1CC2 (centres undefined)
-28	11	COc1ccc(CCNc2nc(N3CCCC3CO)nc3c2ncn3Cc2ccc(C(F)(F)F)cc2)cc1 (centres undefined)
-2	-2	COc1cc(Nc2ncnc3c2nc(-c2csc4ccccc24)n3C(C)C)cc(OC)c1OC
-3	5	O=C(NCc1nc2ccccc2[nH]1)c1cnc(NCCN2CCOCC2)s1
-4	.	CCCc1n[nH]c2c1/C(=N\O)CC(c1ccccc1)C2 (centres undefined)
11	6	CN(C)c1cccc(Nc2nc3ncnc(NCCCN4CCCC4=O)c3[nH]2)c1
-7	.	Nc1ncnc2c1ncn2[C@H]1CC[C@@H](CO)O1
2	-24	COc1cc(Nc2cc(C(=O)NCc3nc4ccccc4[nH]3)ccn2)cc(OC)c1OC
-1	1	O=C(NCCc1ccc(O)cc1)c1cccc(N2CCN(c3ccccn3)CC2)n1
-6	20	CN1CCN(c2ccc(-c3nc(NCCOc4ccccc4)c4ncn(C5CCCCC5)c4n3)cc2)CC1

Reprinted from the part before: 6 entries, then new ones.
ULK1 primary	ASK1 inh	SMILES
-4	.	CCCc1n[nH]c2c1/C(=N\O)CC(c1ccccc1)C2 (centres undefined)
11	6	CN(C)c1cccc(Nc2nc3ncnc(NCCCN4CCCC4=O)c3[nH]2)c1
-7	.	Nc1ncnc2c1ncn2[C@H]1CC[C@@H](CO)O1
2	-24	COc1cc(Nc2cc(C(=O)NCc3nc4ccccc4[nH]3)ccn2)cc(OC)c1OC
-1	1	O=C(NCCc1ccc(O)cc1)c1cccc(N2CCN(c3ccccn3)CC2)n1
-6	20	CN1CCN(c2ccc(-c3nc(NCCOc4ccccc4)c4ncn(C5CCCCC5)c4n3)cc2)CC1
3	-8	O=C(NCCN1CCOCC1)C1CCN(c2ccc(NCc3ccc4c(c3)OCO4)nn2)CC1
-19	-15	Cc1cnc(N2CCc3ccccc3C2)nc1NCc1cccc(C(F)(F)F)c1
6	1	Cc1noc(C)c1-c1nc2ncnc(NCc3cccc(C(F)(F)F)c3)c2[nH]1
-7	.	COc1ccc(Cl)cc1C(=O)NCCc1ccc(S(=O)(=O)NC(=O)NC2CCCCC2)cc1
-11	-10	COc1ccc(-c2cncc(C(=O)NCc3cccc(C(F)(F)F)c3)c2)cn1
-38	10	COc1cc(Nc2nc(-c3ccc(C(=O)NC4CC4)cc3)nc3c2ncn3Cc2ccc(C(F)(F)F)cc2)cc(OC)c1OC
-55	21	CN1CCN(c2ccc(-c3nc(NCCCN4CCCC4=O)c4ncn(Cc5ccc(C(F)(F)F)cc5)c4n3)cc2)CC1
4	4	Clc1cc(Nc2ccc3c(c2)OCO3)ncn1
6	-5	Cn1nccc1Nc1cc(N)ncn1
6	.	COc1cccc(CN2CCC(C(=O)NC(C)(C)C)CC2)c1OC
0	6	CCN(CC)C(=O)C1CCCN(c2nc(NCCO)c3[nH]cnc3n2)C1 (centres undefined)
2	6	CCCNC(=O)c1cccc(-c2cccc(N)c2)n1
11	8	c1ccc(CNc2nc(N3CCOCC3)nc3c2ncn3-c2ccccc2)cc1
-12	.	c1ccc(-c2cc(NC3CC3)nc(-c3ccccn3)n2)cc1
-4	9	Nc1cccc(-c2cc(C(=O)NCCOc3ccccc3)ccn2)c1
19	3	Cn1nccc1Nc1ccc(N2CCC(C(=O)Nc3ccc(N4CCOCC4)cc3)CC2)nn1
-7	-10	COc1cccc(CN(CCCN2CCCC2)C(=O)Nc2ccc(-c3cn[nH]c3)cc2)c1
-9	24	O=C(Nc1ccc2c(c1)OCO2)c1ccc2nc(Nc3ccc(-n4ccnc4)cc3)sc2c1
5	-3	COc1cc2nc(-c3cccc(N)c3)nc(NC3CC3)c2cc1OC
0	.	COc1ccc(-c2cncc(-c3cc(Nc4ccccc4)nc(C)n3)c2)cc1
24	3	COc1ccc(-c2cccc(C(N)=O)n2)cc1
-4	-3	O=C(NCc1cccc(C(F)(F)F)c1)c1csc(Nc2ccncc2)n1
-27	26	c1ccc(Nc2nc(Nc3ccc(N4CCOCC4)cc3)c3ncn(-c4ccsc4)c3n2)cc1
-11	1	O=C(NCc1ccccc1)c1ccnc(-c2cccs2)c1
-15	16	Cc1cnc(Nc2cccc(N(C)C)c2)nc1NCc1cccc(C(F)(F)F)c1
8	.	NC(N)=NC(N)=NCCc1ccccc1
-1	5	Cc1cccc(NC(=O)/C=N/Nc2ccccc2Cl)c1N1CCC2(CC1)OCCO2
-7	1	FC(F)(F)c1cccc(CNc2nc(NCc3ccc4c(c3)OCO4)nc3c2ncn3-c2ccsc2)c1
3	.	N[C@@H](CCC(=O)N[C@@H](CS)C(=O)NCC(=O)O)C(=O)O
-7	-9	Cc1cc(OC2CCN(C(=O)c3ccc4[nH]ncc4c3)CC2)ncc1Cl
9	3	O=C(NCc1ccccc1)c1ccc2nc(-c3ccccc3)sc2c1
-28	-2	NC(=O)c1ccc(Nc2nccc(-c3cccc(Nc4ccccc4)c3)n2)cc1
48*	.	CCc1nnc(N/N=C/c2ccccc2Cl)n1N
-7	-11	Nc1nc(N2CCN(c3ccccn3)CC2)nc2c1ncn2CCN1CCCC1=O
-17	.	CCOc1cccc2cc(-c3csc(NC(=O)C4CC4)n3)oc12
3	.	O=C(COc1ccc([N+](=O)[O-])cc1)N/N=C/c1cccnc1
-4	-11	O=C(Cc1cn(-c2ccc(N3CCOCC3)nn2)c2ccccc12)NC1CC1
-10	-14	NCc1nc(-c2ccncc2)n[nH]1
10	-21	O=C(Nc1ccccc1)C1CCN(c2ccc(Nc3ccc(-n4ccnc4)cc3)nn2)CC1
1	-9	CC(C)n1c(-c2cccs2)nc2c(NCc3ccccc3)ncnc21
-5	.	Cc1cn(C2CC(F)C(CO)O2)c(=O)[nH]c1=O (centres undefined)
-2	8	CCCNc1nc(Nc2cnccn2)nc2c1ncn2-c1ccccc1
-3	1	CCc1ccc(NC(=O)[C@H]2Cc3cc(F)ccc3CN2)cc1
-8	.	Cc1cnc(CNc2cc(-c3ccccc3F)nc(-c3ccccn3)n2)nc1
20	0	O=C(Cc1cn(-c2ccc(N3CCC(N4CCOCC4)CC3)nn2)c2ccccc12)Nc1ccccc1
7	-2	CCN(CC)C(=O)C1CCCN(c2nc(NCc3nc4ccccc4[nH]3)c3[nH]cnc3n2)C1 (centres undefined)
5	10	COc1ccc(-c2nc(NC3CC3)c3ncn(C4CCCCC4)c3n2)cn1
6	-6	CC(=O)c1cccc(-c2ccc(C(=O)NCCN(C(C)C)C(C)C)s2)c1
-9	10	O=C1NCCC(Nc2cccc(NC(=O)C3COc4ccccc4O3)c2)c2cc[nH]c21 (centres undefined)
-4	-7	CCn1c(=O)[nH]c2ncnc(-c3cc(OC)c4nc(C5COc6ccc(OC)cc6C5)[nH]c(=O)c4c3)c21 (centres undefined)
-8	9	CC1(C(=O)Nc2ccc(-c3cn[nH]c3)cc2)COc2ccccc2C1 (centres undefined)
46*	8	Cc1cnc(Nc2cccc(N(C)C)c2)nc1NC1CC1
-6	4	COc1cc(NC(=O)c2ccnc(-c3cccc(N)c3)c2)cc(OC)c1OC
25	18	O=C(Nc1ccc(-c2cn[nH]c2)cc1OCCN(Cc1ccccc1)Cc1ccccc1)C1COc2ccccc2C1 (centres undefined)
-6	.	CC(C)(C)NC(=O)NCc1nnnn1-c1ccc(F)c(F)c1
-8	5	Cc1cnc(Nc2nc3ccccc3n2C)nc1NCc1ccccc1
-31	-1	COc1ccc2c(c1)CC(c1nc(Nc3cn[nH]c3)c3ccccc3n1)CO2 (centres undefined)
5	-1	O=C(NCc1cccc(C(F)(F)F)c1)c1ccc2nc(N3CCC(N4CCOCC4)CC3)sc2c1
-10	-23	O=C(Nc1cccc(Cl)c1N1CCN(C2CCC2)CC1)c1ccc(Br)o1

High-throughput results (PubChem)
